# High-throughput results: PubChem BioAssay, several laboratories
# bCat nuc transl = beta-catenin nuclear translocation modulation. HeLa beta-catenin nuclear translocation, immunofluorescence imaging. hit rate 0.3% among 190,000. nuclear translocation activity, % at 5 µM;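 active means nuclear translocation activity above 50% at 5 µM, with a well cell count of 50 or more; inconclusive means wells under 50 cells across six images, flagged as toxic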;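 further: per-cell ratio of nuclear to cytoplasmic median beta-catenin stain intensity; plate controls were DMSO negative control for no effect and GSK-3 inhibitor IX positive control for full effect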
#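 Signal – beta-catenin immunofluorescence imaging with DAPI · Test system – human HeLa cell line · Dosing – 5 µM primary single dose, 0.1% DMSO, 0.02–20 µM confirmation series · Measure – % activation, nuclear-to-cytoplasmic median beta-catenin signal ratio per cell · Incubation – 24 h compound exposure at 37°C, 5% CO2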
# MT stabilizer = stabilizes microtubules in HeLa cells | HeLa tubulin immunostaining HCS, 24 h; share of cells brighter than vehicle mean+2SD | % tubulin-high responders, % at 10 µM | hit rate 0.83% among 200,000 | AID 2205;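 active means plate Z-score above 3 for both tubulin-high and condensed-nucleus cell shares, with cell loss under 80%, at 10 µM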;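 further: anti alpha tubulin signal scored within the nucleus-defined area of each cell; some results filed as inactive read as strong as hits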
# T cell HTS = T cell immune modulation candidate | 2C CD8+ T cell-vesicle binding, flow cytometry; active compounds read low | calls only at 7 µM | hit rate 0.068% among 330,000;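 active means response, share of CD8 T cells binding vesicles, and their 90th percentile fluorescence all below set limits, cut at about 80% in these data, passing the limit was not always enough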
#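 Assay system – 2C mouse CD8+ T cells · Also added – QL9-loaded Drosophila micro-vesicles · Timing – Cell–vesicle co-incubation 1.5 h at 37 °C, staining 20 min on ice · Signal – flow cytometry of vesicle-bound cells · Measure – percent CD8+ FL2 mean versus row control · Controls – Peptide-free naked vesicles (low) and QL9 vesicles with 0.7% DMSO vehicle (high)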
# Ins promoter up = MIN6 insulin promoter up-regulation; MIN6 insulin promoter-GFP reporter, high-content imaging; active compounds read high; hit rate 0.3% among 190,000; z-score at 5 µM;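 active means z-score above 3 at 5 µM with at least 500 cells counted in the well; inconclusive means wells under 500 cells, flagged as cytotoxic or low count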
# Dynein cargo inh = dynein cargo transport inhibition; 3617.4 mouse cells, GR-EGFP nuclear translocation imaging; test concentration mostly 20 µM; stimulated with dexamethasone, 1 µM; active compounds read low; z-score, hits read low; hit rate 0.47% among 220,000;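 active means plate z-score of nuclear minus cytoplasmic receptor signal below a set negative limit, without overly bright fluorescence or cell loss, cut at about -3.5 in these data, passing the limit was not always enough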;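 further: z-score of nuclear minus cytoplasmic ring GR-EGFP intensity difference per well; some compounds called inactive have numbers as strong as hits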
#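 medium = tetracycline-free induction medium containing charcoal-stripped FBS | also added = 1.0 µM final dexamethasone stimulus | schedule = 48 h induction, 1 h compound, 30 min dex at 37 °C | technique = fixed, Hoechst-stained cells imaged at 10x for EGFP | measure = GR-EGFP nuclear translocation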
# human PMI inhibition = MPI enzyme activity inhibition – biochemical, fluorescence intensity, coupled assay, primary screen (AID 1209). purified PMI enzyme, coupled fluorescence intensity; higher % means a stronger effect. hit rate 0.42% among 190,000. inhibition, % at 20 µM, or IC50 in µM where a hit was titrated; in the data active means inhibition above about 50%;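 further: plate controls were DMSO vehicle for no effect and wells lacking substrate for full effect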
# TNAP activation fold = stimulation of alkaline phosphatase TNAP activity – biochemical, luminescent, no phosphate acceptor, uHTS, primary screen (AID 1001); purified TNAP, luminescent activation assay, no phosphate acceptor; higher activation fold means a stronger effect; activation fold at 20 µM, or EC50 in µM where a hit was titrated; hit rate 0.03% among 200,000; in the data active means activation fold from about 3, or a potency from the dose series; inactive means the rest, 99 in 100 with activation fold below about 1.6; further: many of its hits are not listed in these tables
# Hep lipid drop = modulators of hepatic lipid droplet formation | AML12 mouse hepatocytes, oleate lipid droplets, BODIPY imaging | inhibition, % at 6.5 µM | hit rate 0.4% among 240,000 | AID 1656;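 active means lipid droplet intensity inhibited by at least 50%, with more than 500 cells counted; inconclusive means wells with under 300 cells, treated as cytotoxic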
#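 material = mouse AML12 hepatocyte cell line, fixed after treatment | also added = 100 µM oleic acid challenge | doses = compound at 6.5 µM only | schedule = overnight exposure | technique = Image-based BODIPY and DAPI two-channel analysis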
# Myeloid diff MLP = promotes myeloid progenitor differentiation; calls only at 10 µM; ER-HoxA9 myeloid progenitors, lysozyme-GFP differentiation, flow cytometry; hit rate 1% among 360,000; AID 624256;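 active means normalized GFP-positive differentiation at or above the plate's own cutoff, the solvent-only control mean plus 3 SD; inconclusive means no clear call, values can overlap the other calls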;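 further: cells exposed to compound for four days before flow analysis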
# Dynein cargo inh cytoplasmic EGFP = second read-out of Dynein cargo inh, no call of its own (marks repeat the call); z-score; measured here: cytoplasmic GR-EGFP intensity; active compounds read high
# Dynein cargo inh nuclear GR-EGFP = recorded beside Dynein cargo inh, whose call it bears; z-score; measured here: nuclear GR-EGFP intensity;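 lower value marks the stronger effect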
# Dynein cargo inh cell count = further read-out of Dynein cargo inh, marked with its call; z-score; measured here: cell count per field
# Ins promoter up cell count = further read-out of Ins promoter up, marked with its call; cell count; measured here: cytotoxicity, nuclei count;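 total cells summed across four imaged fields per well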
# Hep lipid drop cells 6.5 µM = further read-out of Hep lipid drop, marked with its call; cell count; measured here: cell count, cytotoxicity flag;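 cells counted across two imaged fields per well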
# bCat nuc transl cell count 5 µM = further read-out of bCat nuc transl, marked with its call; cell count; measured here: cell count, cytotoxicity flag
# T cell HTS vesicle-bound % = also measured in T cell HTS; calls as there; double positive events, %; measured here: CD8+ vesicle-bound cell fraction;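 binding gate set so that unloaded-vesicle control wells show 10% double positive cells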
# MT stabilizer Hoechst-high % = second read-out of MT stabilizer, no call of its own (marks repeat the call); % Hoechst-high responders; measured here: nuclear condensation Hoechst responders;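 share of cells brighter than vehicle mean plus two SD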
# MT stabilizer cytotoxicity % = recorded beside MT stabilizer, whose call it bears; toxicity, %; measured here: cytotoxicity by cell density;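 0% = mean cell density of plate MIN control wells and 100% = no cells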
# Myeloid diff MLP GFP+ MAC1+ % = recorded beside Myeloid diff MLP, whose call it bears; GFP+ MAC1+ double positive, %; measured here: differentiation confirmed by MAC1 staining
# Active calls of the source: *; i = inactive; u = inconclusive; x = no result given; + = active, no number; & = joins results of further samples.
SMILES,bCat nuc transl,bCat nuc transl cell count 5 µM,MT stabilizer,MT stabilizer Hoechst-high %,MT stabilizer cytotoxicity %,T cell HTS,T cell HTS vesicle-bound %,Ins promoter up,Ins promoter up cell count,Dynein cargo inh,Dynein cargo inh cytoplasmic EGFP,Dynein cargo inh nuclear GR-EGFP,Dynein cargo inh cell count,human PMI inhibition,TNAP activation fold,Hep lipid drop,Hep lipid drop cells 6.5 µM,Myeloid diff MLP,Myeloid diff MLP GFP+ MAC1+ %
O=C(CC1Sc2ccccc2NC1=O)OCc1cc(=O)oc2cc(O)ccc12 (stereo not drawn),-4.5,558,3.1,2.4,7.6,i,18,0.01,1353,-0.59,-0.33,-0.32,0.57,13%,1.1,8,513,i,0.7
CC(=O)Oc1ccc2ccccc2c1C(NC(=O)Cc1ccccc1)c1ccccc1 (stereo not drawn),-0.4,1082,2.3,1.2,5.9,i,4,-0.07,2064,0.35,0.02,-0.074,-0.3,10%,1,-6,656,i,6.6
CCOc1cc2nc(-c3ccc(OC)c(OC)c3)nc(NCCCN3CCOCC3)c2cc1OC,x,x,1.6,1.8,5.0,i,42,0.34,804,-0.85,1.1,-0.19,0.76,2%,1.2,26,785,i,0.9
CCOC(=O)c1nc2sc3c(c2c(=O)[nH]1)CCCC3,-0.5&-0.3,1070&1163,1.5,1.5,10.0,i,14,-0.15&-0.24,1304&1409,-0.11&0.32,-0.15&-0.28,0.27&0.12,1.2&0.37,8%,1.3,0&7,568&668,i,0.8
Nn1c(SCC(=O)N2CCOCC2)nnc1C1CC1,-2.5,1128,3.5,1.1,8.4,i,15,-1.1,1225,2,-0.34,0.71,-1.1,-8%,1,24,671,i,0.8
CC1CN(S(=O)(=O)c2ccc(C(=O)O)cc2)CC(C)O1 (stereo not drawn),1.2,1298,x,x,x,i,32,-0.17,1040,-0.25,-0.2,-0.0075,0.43,x,x,-5,681,i,0.3
C=CCOc1ccccc1/C=N/O,-2.2,962,1.6,1.5,9.0,i,38,-0.97,1350,-0.53,-0.2,0.035,-0.037,-5%,1.1,x,x,i,8.5
COc1ccc(C)cc1S(=O)(=O)N(CC(N)=O)Cc1ccccc1,-0.4,1077,3.0,2.5,5.3,i,50,1.1,1851,-1,-0.25,-0.83,0.24,15%,1,7,714,i,0.6
COCCN1CN(S(=O)(=O)c2ccc(Cl)cc2)c2nc3ccccc3nc21,3.0,1456,3.8,1.6,5.9,i,30,-0.57,1457,-0.0034,-0.44,0.16,0.017,-24%,1.1,x,x,i,1.0
Cc1cc(C)c(S(=O)(=O)N2CCN(C(=O)c3cccs3)CC2)c(C)c1,1.8,1042,2.2,1.7,0.7,i,53,-0.62,1573,1,-0.28,0.45,0.025,-2%,1.1,-18,681,i,0.2
CN(C)CCN1CCc2ccccc21,-2.0,1074,2.1,1.5,3.0,i,13,0.64,1452,-1.2,-0.3,-0.42,0.89,27%,1.1,7,654,+,16*
C=CCNC(=O)c1ccccc1S(=O)c1ccccc1C#N (stereo not drawn),0.7,1471,2.4,2.2,5.2,i,42,0.64,1665,-0.17,-0.18,-0.28,0.75,5%,1.1,x,x,i,1.6
COc1ccccc1N1CCN(C(=O)CCNS(=O)(=O)c2ccc3c(c2)CCC(=O)N3)CC1,-0.8,1111,3.0,2.8,7.9,i,37,0.65,1266,0.026,-0.19,0.044,-0.52,-29%,1.1,-25,721,i,0.9
CC(=O)N1CC(=O)N=C1SCC(=O)Nc1nc(-c2ccccc2)c(-c2ccccc2)s1,-0.6,898,2.4,2.9,6.5,i,54,x,x,-0.6,-0.31,-0.64,0.66,26%,1.2,-24,523,i,0.9
CCOC(=O)CCCNC(=O)COC(=O)CCC(=O)c1ccc(F)cc1,0.5,1156,4.6,3.6,6.4,i,22,-0.78,982,-1.1,-0.31,-0.48,0.58,-3%,1.1,x,x,i,1.0
Cc1cccc(CN2CCN(CC(=O)NCCCN3CCCC3=O)C2=O)c1,-0.9,1188,5.0,1.7,3.8,i,50,-0.65,1234,2.7,-0.085,2,-0.99,-1%,1.1,6,798,i,0.9
CCOC(=O)C(NC(C)=O)(NS(=O)(=O)c1ccccc1)C(F)(F)F (stereo not drawn),x,x,2.6,1.6,4.1,i,29,0.47,1286,-0.23,0.052,-0.19,1,9%,1.1,8,752,i,0.2
Cc1occc1C(=O)N/N=C/c1ccc(Cl)c([N+](=O)[O-])c1,8.7,459,1.8,2.8,13,i,8,0.11,1426,-0.51,-0.2,-0.24,-0.71,9%,1.1,-52,638,i,0.6
Cc1nnc2ccc(-c3ccc(NC(=O)Cc4cccs4)cc3)nn12,-0.7,1380,x,x,x,i,34,0.59,1046,0.79,-0.18,1.1,-1.5,x,x,-8,669,i,0.9
COc1ccccc1NC(=O)c1cc2n(n1)C(C(F)(F)F)CC(c1ccc3c(c1)OCO3)N2 (stereo not drawn),0.8,1026,3.2,2.5,19,i,22,-1.3,1784,0.99,-0.23,0.87,0.2,27%,1,1,709,i,0.3
CCOC(=O)C1=C(O)/C(=C\c2ccc(OC)c(OC)c2)N=C1C,-1.1,1369,3.2,1.6,4.4,i,9,-0.36,1591,0.78,-0.17,-0.54,-0.59,2%,1,x,x,i,6.3
Cn1cc(CN2CCC(C(O)CCc3ccccc3)CC2)c(-c2ccccc2F)n1 (stereo not drawn),0.4,1134,2.1,2.1,3.3,i,58,0.74,1341,-0.16,-0.26,0.077,-0.14,19%,1,-2,731,i,0.2
Cc1cc(C(F)(F)F)nn1C(=O)c1cccnc1Cl,-2.1,1166,1.2,1.5,7.5,i,6,x,x,0.36,0.064,0.58,-0.33,17%,1.1,6,735,i,1.4
COc1ccc(S(=O)(=O)N2CCCCC2)cc1NC(=O)C1CCCO1 (stereo not drawn),-1.5,1094,2.6,3.0,6.8,i,29,-0.02,1300,-0.27,-0.37,0.22,0.46,2%,1.1,-14,686,i,0.3
CN(C(=O)CSc1cc(C(=O)c2nccn2C)c2ccccc2n1)c1ccccc1,0.5,1249,x,x,x,i,26,u,x,1.3,0.15,1.6,-2.7,x,x,81*,641*,i,0.0
CCC(=O)N1CCc2cc(Br)cc(S(=O)(=O)NCc3ccco3)c21,-1.2,1020,3.0,2.2,6.5,i,46,0.51,1197,-1,-0.32,0.25,0.85,-2%,0.9,-3,646,i,1.2
C/C(=N\OCC(=O)Nc1ccc(Br)cc1)c1cccs1,-1.2,1109,0.9,4.0,13,i,14,-0.13,1202,-1.1,1.1,0.01,0.56,3%,1.1,14,752,i,0.1
COc1ccc(Nc2nnc(SCc3cc(=O)n4ccsc4n3)s2)cc1,0.8,1235,3.3,2.3,6.3,i,12,-0.72,1544,-1.3,-0.15,-0.17,0.76,-5%,1,x,x,i,6.4
CCn1c(SCc2nc3ccccc3c(=O)[nH]2)nc2ccccc21,1.8,1057,3.6,2.3,9.5,i,56,0.14,1041,0.43,-0.19,0.53,0.54,-4%,1.1,9,674,i,1.5
COc1ccc(-c2nnc(SCC(=O)c3ccco3)n2-c2ccccc2)cc1,-0.9,1260,1.4,1.2,9.1,i,26,x,x,0.17,-0.086,0.1,-0.079,-2%,1.1,x,x,i,0.6
CC(C)Cn1c(N)c(C(=O)CSc2ncnc3sc4c(c23)CCCC4)c(=O)n(C)c1=O,0.4,811,8.2,4.9,2.1,i,31,x,x,-0.29,-0.33,-0.31,0.49,4%,1.1,-19,591,i,0.3
O=C1CSC(c2cccnc2)N1CC1CC1 (stereo not drawn),0.9,1340,x,x,x,i,59,-0.04,914,-0.77,-0.23,-0.075,0.78,x,x,6,653,i,0.7
C[C@@H](C(=O)O)[C@@H]1C[C@@]1(C)[C@@H](NC(=O)OCc1ccccc1)c1ccccc1,x,x,3.7,3.0,8.4,x,x,0.4,1125,-1.2,-0.29,0.013,0.55,12%,1.1,x,x,i,1.2
O=C(COc1cc(O)c2c(=O)cc(-c3ccccc3)oc2c1)c1ccc(F)cc1,7.8,1455,2.5,1.2,6.7,i,17,-1.1,1110,-0.22,-0.23,-0.23,0.84,10%,1,x,x,i,4.5
Cc1ccc(/C=C/C(=O)c2ccccc2O)cc1,0.7,1291,x,x,x,i,13,0.32,1124,-0.94,0.46,-0.028,0.95,x,x,-14,733,i,0.2

# Compounds as they come; overall some 3% were active at least once.
